CHRM1 agonist: agonists of human M1 muscarinic receptor; P11229; CHO-K1 hM1, Fluo-8 calcium fluorescence, agonist mode; 0% DMSO, 100% acetylcholine EC100; activation, % at 3 µM; actives 0.33% (n = 360,000); AID 588814;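 active = activation above the run's mean compound activation plus 3 SD, cut at about 16% in these data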;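 note: peak over basal fluorescence ratio within a 140 s kinetic read after compound addition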
Target sequence (P11229 whole entry, looked up): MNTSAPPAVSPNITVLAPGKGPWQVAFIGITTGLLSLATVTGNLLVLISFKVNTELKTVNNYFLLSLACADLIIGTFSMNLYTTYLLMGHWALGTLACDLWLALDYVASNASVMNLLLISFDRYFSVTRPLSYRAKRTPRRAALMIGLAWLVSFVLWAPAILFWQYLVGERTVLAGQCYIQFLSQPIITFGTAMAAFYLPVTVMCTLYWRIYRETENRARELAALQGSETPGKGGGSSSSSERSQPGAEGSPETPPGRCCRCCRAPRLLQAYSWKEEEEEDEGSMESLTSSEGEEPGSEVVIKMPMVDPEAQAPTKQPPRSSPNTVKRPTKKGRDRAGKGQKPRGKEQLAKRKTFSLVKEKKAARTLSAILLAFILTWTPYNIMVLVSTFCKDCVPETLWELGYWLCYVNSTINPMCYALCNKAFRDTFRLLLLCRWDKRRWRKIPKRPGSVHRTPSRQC
CHO-K1 Ca antag: M1 antagonist counterscreen hit in parental CHO-K1 cells; AID 602250; ATP-induced calcium, Fluo-8 fluorescence; actives 0.6% (n = 360,000); inhibition, % at 3 µM;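 active = inhibition above a per-plate cutoff, the plate's mean sample inhibition plus 3 SD, cut at about 24% in these data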;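 note: 0% = DMSO plus EC80 ATP and 100% = DMSO alone without ATP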
M1 antag: blocks human M1 muscarinic receptor. P11229. CHO-K1 hM1, Fluo-8 calcium fluorescence, ACh EC80 antagonist. inhibition, % at 3 µM. actives 1.3% (n = 360,000);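 active = percent inhibition above its own plate's cutoff, namely the mean of that plate's compound wells plus 3 SD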;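 note: peak over basal fluorescence ratio during 140 s after agonist addition; 0% = ACh EC80 plus DMSO and 100% = DMSO alone without agonist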
M1 PAM parental: nonselective activator or artifact in parental CHO-K1 calcium assay. ATP EC20, Fluo-8 calcium fluorescence; 0% at ATP EC20, 100% at ATP max. activation, % at 3 µM. actives 0.02% (n = 360,000). AID 602247;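 active = activation above the run cutoff, the mean activation of all test compounds plus 3 SD, cut at about 40% in these data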;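 note: peak over basal fluorescence ratio in a 140 s read after ATP addition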
TAAR1 antag: human TAAR1 antagonism; inhibition, % at 3 µM; actives 1.5% (n = 360,000); Q96RJ0; CHO RD-HGA16 TAAR1, Fluo-8 calcium fluorescence, antagonist; AID 624466;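 active = inhibition above a per-plate cutoff, the mean inhibition of test compounds on that plate plus 3 SD, cut at about 49% in these data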;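 note: 0% = DMSO plus EC80 beta-PEA response and 100% = DMSO alone without agonist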
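System: RD-HGA16 CHO cells with stable hTAAR1 and Gα16 | Probe or stimulus: EC80 β-phenethylamine stimulus | Dosing: 3 µM, single point | Times: Dye loading 75 min at 37 °C, then 30 min room temperature | Measured by: Fluo-8 calcium-sensitive fluorescence | Read-out basis: % inhibition of agonist calcium response | Replicates: n of 1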
OXTR potentiate: potentiates the human oxytocin receptor response | CHO-OTR cells, Fluo-8 calcium fluorescence, potentiator mode; 0% = oxytocin EC15, 100% = EC100 | activation, % at 3 µM | P30559 | AID 2445 | actives 0.061% (n = 320,000);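 active = activation above that plate's cutoff, the mean activation of tested compounds plus 3 SD, cut at about 6.6% in these data, passing the limit was not always enough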;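 note: 100% uses oxytocin at 75 nM as the full agonist control; some results filed as inactive read as strong as hits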
Target sequence (P30559 whole entry, looked up): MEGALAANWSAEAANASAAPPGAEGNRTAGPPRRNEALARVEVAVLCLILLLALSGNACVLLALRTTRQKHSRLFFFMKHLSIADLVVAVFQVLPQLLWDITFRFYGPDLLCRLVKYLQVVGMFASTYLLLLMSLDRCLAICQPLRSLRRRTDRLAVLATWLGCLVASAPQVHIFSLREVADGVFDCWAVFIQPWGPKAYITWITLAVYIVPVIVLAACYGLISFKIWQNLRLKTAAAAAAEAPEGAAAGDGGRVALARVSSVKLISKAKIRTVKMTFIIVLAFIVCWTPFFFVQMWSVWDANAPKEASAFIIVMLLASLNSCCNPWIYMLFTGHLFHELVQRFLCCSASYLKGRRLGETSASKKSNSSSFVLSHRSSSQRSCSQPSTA
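Replication – single well per compound, singlicate · Assay system – CHO cell line stably expressing human OTR · Timing – 6 min pre-incubation, 100 s read · Measure – normalized max/min fluorescence ratio, % activation · Doses – 3.0 µM, one dose · Detection – Fluo-8 calcium dye fluorescence · Probe or stimulus – oxytocin near EC15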
TAAR1 agonist: agonists of human TAAR1 | activation, % at 3 µM | AID 624467 | actives 0.99% (n = 360,000) | Q96RJ0 | CHO RD-HGA16 TAAR1, Fluo-8 calcium fluorescence; vehicle wells 0%, saturating PEA agonist 100%;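 active = activation above the mean activation of all test compounds in the run plus 3 SD, cut at about 38% in these data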
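Test system: RD-HGA16 (CHO) cells co-expressing Gα16 and hTAAR1 / Benchmarks: DMSO vehicle as 0%, PEA at EC100 as 100% / Repeats: no replicates (n 1) / Measure: % activation from peak over basal fluorescence ratio, DMSO-to-PEA scaled / Timing: 17-24 h plating, Fluo-8 75 min 37 °C, 30 min RT / Technique: kinetic Fluo-8 calcium fluorescence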
CHO-K1 Ca ag: counter-screen for M1 agonists: effect in parental CHO-K1 cells | Fluo-8 calcium fluorescence; scaled to maximal ATP response, vehicle zero | activation, % at 3 µM | actives 0.48% (n = 360,000) | AID 602248; in the data active = activation above about 15%;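 note: untransfected CHO-K1 host cells lacking M1 receptor as counterscreen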
CHO parental Ca: counter-screen: ATP calcium response change in parental CHO cells | actives 0.63% (n = 330,000) | parental CHO-K1, ATP-induced calcium, Fluo-8 fluorescence | inhibition, % at 5.6 µM | AID 463079;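 active = inhibition above that plate's mean sample inhibition plus 3 SD, cut at about 26% in these data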;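 note: 0% = ATP-challenged DMSO wells and 100% = DMSO wells without ATP; some compounds past the cut are filed as inactive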
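Measured by: calcium-sensitive Fluo-8 fluorescence / Test system: CHO parental line / Controls: ATP-challenged DMSO wells low, unchallenged DMSO wells high / Measure: % inhibition / Compound: single nominal dose of 5.6 µM per compound / Replicates: single well per compound, no replicates / Reagent: ATP as calcium-mobilizing challenge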
The depositor's hits bear a star; nt = not tested or not shown.

Second line of a record – M1 antag	CHO parental Ca	M1 PAM parental	CHRM1 agonist	TAAR1 agonist	TAAR1 antag	CHO-K1 Ca antag	CHO-K1 Ca ag	OXTR potentiate
- O=C(/C=C/c1cccc([N+](=O)[O-])c1)NC1CC2CCC1C2 (stereo not drawn)
  -7	-16	27	-6	-1	7	-7	1.3	-2
- Cc1cc(OCC(=O)Nc2cccc(S(=O)(=O)N3CCCCC3)c2)ccc1Cl
  28	3	-15	-1	5	26	3	9.3	-10
- O=C1NC[C@@H](CCCCN2C[C@H](Cc3ccc(O)cc3)N(CC3CCCCC3)C(=O)C2=O)N(CCC2CCCCC2)C1=O
  nt	nt	8	nt	43*	-4	-9	63*	nt
- CN1C[C@H]2CON(C)[C@H]2C[C@H]1c1cccc(-c2ccc(C#N)cc2)c1
  -9	nt	16	-5	1	-5	-7	0.2	nt
- CC(C)(C)c1nnc(NC(=O)C2CC(=O)N(CCc3ccc(F)cc3)C2)s1 (stereo not drawn)
  -8	-3	-18	-3	6	-13	-1	2.7	3
- CCN(CC)CCSc1nc2c([nH]1)c(=S)n(C)c(=O)n2C
  -1	nt	-4	1	3	-32	3	0.0	nt
- COc1ccc(N2CCN(C(C)C(=O)N3CC(C)OC(C)C3)CC2)cc1 (stereo not drawn)
  -12	-14	-3	-4	5	-30	-2	-0.3	0
- CC(C)C(=O)Nc1ccc(NC(=O)c2cccnc2)cn1
  -6	-3	11	-3	13	15	-6	0.2	-2
- COC(=O)[C@H](CC(C)C)NC(=O)Nc1ccc(F)cc1
  -2	-4	-10	-2	-1	4	-4	0.3	0
- COc1cccc(C2NC(=O)NC(C)=C2C(=O)OCCSC)c1OC (stereo not drawn)
  -6	-8	14	-6	6	13	-8	1.1	1
- CCN(CC)S(=O)(=O)c1ccc2c(c1)NC(=O)C1CCCN21 (stereo not drawn)
  -5	8	6	-4	3	0	-2	1.6	-5
- Cc1c(NC(=O)CSc2nnnn2Cc2ccccc2)c(=O)n(-c2ccccc2)n1C
  -4	-11	11	-7	5	-2	-2	0.7	-3
- CCC(C)S(=O)(=O)c1snnc1C (stereo not drawn)
  12	-11	-7	-2	-3	6	-11	0.8	-17
- CCC1(c2ccc(F)cc2)NC(=O)N(CC(=O)NCC(=O)Nc2cccc(C)c2C)C1=O (stereo not drawn)
  9	-20	7	11	-1	-13	9	0.1	-2
- Cc1cccc(NS(=O)(=O)c2ccc(C(=O)NCC3(N4CCCCC4)CCCCC3)cc2)c1C
  14	-32	0	-8	5	0	6	2.1	0
- O=C(CN(Cc1cccs1)C(=O)CSc1nnc(COc2ccccc2)o1)NC1CCCCC1
  1	-21	2	-3	7	32	-9	0.5	-1
- COc1cccc(NS(=O)(=O)c2ccc3[nH]cc(C(=O)NCCN4CCOCC4)c(=O)c3c2)c1
  -5	11	17	-5	1	-9	3	0.7	-15
- Cc1cc(F)ccc1NC(=O)Nc1ccc2c(c1)OCO2
  -6	-1	14	-2	2	-14	-6	1.7	-1
- CCCCOc1ccc(Cc2c(COCC)[nH]c(=S)[nH]c2=O)cc1
  -11	-21	16	-6	5	13	-10	0.4	-8
- O=C(CN1CCN(S(=O)(=O)c2ccccc2[N+](=O)[O-])CC1)NC(=O)NCc1ccco1
  -14	-8	21	-3	4	15	-14	1.4	-4
- Nn1c(SCC(=O)NC2CCCCC2)nnc1-c1ccc(Cl)cc1
  -7	-17	1	-5	-2	-14	-2	0.1	-2
- COc1ccc(C(=O)Nc2ccc(N3CCCC3)cc2)cc1Br
  -10	-11	8	-7	-3	10	-1	0.0	-9
- CCN(CC)Cc1c(C(=O)N/N=C(\C)c2ccncc2)nnn1-c1nonc1N
  -15	-11	15	-5	4	-3	-7	0.7	-16
- O=C(/C=C/c1ccco1)NCc1ccc(F)cc1
  3	-8	8	-3	2	-12	0	-0.7	5
- CC(C)(O)C#Cc1ccc(C(=O)NCc2ccccc2)s1
  -3	-5	-2	-4	6	-3	2	0.4	-7
- Cc1nn(-c2ccccc2)c(-c2ccccc2)c1C(=O)O
  -11	-14	13	-1	-1	6	-3	0.8	-1
- c1ccc(C2[C@H]3CN(Cc4cccnc4)[C@H](c4ccccc4)C34CC2(c2ccccc2)C4)cc1 (stereo partly drawn)
  13	-38	12	-8	14	13	-23	0.5	4
- CCOC(=O)C(C(=O)OCC)C(C)(C)/C(C)=N\Nc1ccc([N+](=O)[O-])cc1[N+](=O)[O-]
  18	-1	9	-5	3	8	1	2.3	-11
- C[C@@H]1NC(=O)N[C@@H]1CCCCCC(=O)O
  -28	-2	11	0	1	2	-8	0.4	-6
- CCOC(=O)c1ccc(N=C2S/C(=C\c3cc(C)n(-c4cccnc4)c3C)C(=O)N2C)cc1
  -6	-9	17	-1	0	-18	-14	0.3	-5
- O=C(COc1ccc(S(=O)(=O)N2CCOCC2)cc1Cl)NCc1ccccn1
  -21	-9	-7	0	3	2	-16	1.6	-7
- COCCNC(=O)C1CCN(S(=O)(=O)c2c(C)noc2/C=C/c2cccs2)CC1
  -20	-15	-1	-2	1	-23	-5	0.6	-2
- CCS(=O)(=O)n1nc(-c2ccccc2)cc1N
  -5	6	9	-4	0	-18	1	0.0	-3
- C[C@@H]1CN([C@@H](C)CO)S(=O)(=O)c2ccc(Br)cc2O[C@H]1CN(C)Cc1ccccc1F
  -8	nt	10	-3	-1	12	-12	-0.2	nt
- Cc1c(Br)cccc1NC(=O)C1(C)CCN1Cc1ccccc1OC(F)F (stereo not drawn)
  -12	nt	-6	-5	-1	7	12	-0.7	nt
- C[C@@H]1CCCCO[C@H](CN(C)Cc2ccc(C(=O)O)cc2)[C@@H](C)CN([C@H](C)CO)C(=O)c2cc(NC(=O)CCC(F)(F)F)ccc2O1
  -10	nt	3	-1	0	-2	-8	0.8	nt
- O=C(O)c1ccccc1-c1ncc(-c2ccccc2)o1
  -11	-19	7	-3	1	2	-5	0.6	-2
- CCC(=O)N/C(=N\OCc1ccc(F)cc1)c1nonc1NC(=O)CC
  0	-13	-5	-3	4	-5	3	0.3	-17
- O=C1c2ccccc2C(=O)N1Cc1cc(Cl)c(O)c([N+](=O)[O-])c1
  -25	7	9	0	4	-17	-15	1.6	-12
- N/C(=N\N=C\c1ccc(O)c(O)c1)c1nonc1N
  -10	6	10	2	3	-11	-7	6.6	-5
- Cc1ccc(S(=O)(=O)N2[C@@H](c3ccc4c(c3)OCO4)C(C(=O)O)=C[C@H]2CC2CCCC2)cc1
  -10	-18	13	-5	-2	1	-8	0.0	-4
- CCc1cc(Cn2nc(C(=O)O)cc2-c2ccccc2)on1
  0	-3	4	-4	6	-7	2	0.7	-8
- COc1ccccc1CNC(=O)CSCc1cnn(-c2ccccc2)c1-n1cccc1
  -1	-17	9	-7	4	2	-1	2.1	-2
- CN1/C(=C\C(=S)NC(=O)c2ccccc2Cl)C(C)(C)c2ccccc21
  8	19	12	-7	5	25	5	1.3	-11
- COc1ccc(CN2C[C@@H](CO)O[C@@H](n3cnc4c(NCc5ccco5)ncnc43)C2)cc1
  -16	nt	11	1	4	1	-8	1.6	nt
- CNc1nc(NCc2cccc(OC)c2)c2sccc2n1
  -3	nt	-11	6	27	21	20	7.3	nt
- CC(=O)Nc1ccc(C(=O)COC(=O)CCS(=O)(=O)c2ccccc2)cc1
  -7	18	-9	-2	1	-14	3	0.7	-8
- COc1ccc(CCNC(=O)CSc2ccsc2[N+](=O)[O-])cc1OC
  -4	-12	20	-4	2	1	5	1.1	3
- Cc1ccc(-n2c(SCC(=O)NCc3ccco3)nc3c([nH]c4ccccc43)c2=O)cc1
  -4	-6	-3	-7	1	25	13	2.2	-6
- O=Nc1c(O)cc(O)c2ccccc12
  -3	nt	8	-1	0	-25	4	0.3	nt

An excerpt of these results, bar-delimited:
SMILES | M1 antag | CHO parental Ca | M1 PAM parental | CHRM1 agonist | TAAR1 agonist | TAAR1 antag | CHO-K1 Ca antag | CHO-K1 Ca ag | OXTR potentiate
O=C1c2ccccc2C(=O)N1Cc1cc(Cl)c(O)c([N+](=O)[O-])c1 | -25 | 7 | 9 | 0 | 4 | -17 | -15 | 1.6 | -12
N/C(=N\N=C\c1ccc(O)c(O)c1)c1nonc1N | -10 | 6 | 10 | 2 | 3 | -11 | -7 | 6.6 | -5
Cc1ccc(S(=O)(=O)N2[C@@H](c3ccc4c(c3)OCO4)C(C(=O)O)=C[C@H]2CC2CCCC2)cc1 | -10 | -18 | 13 | -5 | -2 | 1 | -8 | 0.0 | -4
CCc1cc(Cn2nc(C(=O)O)cc2-c2ccccc2)on1 | 0 | -3 | 4 | -4 | 6 | -7 | 2 | 0.7 | -8
COc1ccccc1CNC(=O)CSCc1cnn(-c2ccccc2)c1-n1cccc1 | -1 | -17 | 9 | -7 | 4 | 2 | -1 | 2.1 | -2
CN1/C(=C\C(=S)NC(=O)c2ccccc2Cl)C(C)(C)c2ccccc21 | 8 | 19 | 12 | -7 | 5 | 25 | 5 | 1.3 | -11
COc1ccc(CN2C[C@@H](CO)O[C@@H](n3cnc4c(NCc5ccco5)ncnc43)C2)cc1 | -16 | nt | 11 | 1 | 4 | 1 | -8 | 1.6 | nt
CNc1nc(NCc2cccc(OC)c2)c2sccc2n1 | -3 | nt | -11 | 6 | 27 | 21 | 20 | 7.3 | nt
CC(=O)Nc1ccc(C(=O)COC(=O)CCS(=O)(=O)c2ccccc2)cc1 | -7 | 18 | -9 | -2 | 1 | -14 | 3 | 0.7 | -8
COc1ccc(CCNC(=O)CSc2ccsc2[N+](=O)[O-])cc1OC | -4 | -12 | 20 | -4 | 2 | 1 | 5 | 1.1 | 3
Cc1ccc(-n2c(SCC(=O)NCc3ccco3)nc3c([nH]c4ccccc43)c2=O)cc1 | -4 | -6 | -3 | -7 | 1 | 25 | 13 | 2.2 | -6
O=Nc1c(O)cc(O)c2ccccc12 | -3 | nt | 8 | -1 | 0 | -25 | 4 | 0.3 | nt

Rows are unselected; overall some 4.2% were active at least once.
